Compound activity: PubChem, The Scripps Research Institute Molecular Screening Center
CHO parental Ca: counter-screen for OX1R antagonists: effect in parental CHO cells; parental CHO-K1, ATP-induced calcium, Fluo-8 fluorescence; 0.63% of 330,000 active; AID 463079; inhibition, % at 5.6 µM;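 active means inhibition above that plate's mean sample inhibition plus 3 SD, cut at about 26% in these data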;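 further: 0% = ATP-challenged DMSO wells and 100% = DMSO wells without ATP; some compounds past the cut are filed as inactive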
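Test system: untransfected parental CHO cell line. Compound: one dose, 5.6 µM nominal. Detection: intracellular calcium via Fluo-8 no-wash fluorescent dye. Measure: % inhibition. Benchmarks: ATP-challenged DMSO wells low, unchallenged DMSO wells high.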
CHRM1 antagonist: antagonists of human M1 muscarinic receptor; P11229; CHO-K1 hM1, Fluo-8 calcium fluorescence, ACh EC80 antagonist; inhibition, % at 3 µM; 1.3% of 360,000 active;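 active means percent inhibition above its own plate's cutoff, namely the mean of that plate's compound wells plus 3 SD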;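 further: peak over basal fluorescence ratio during 140 s after agonist addition; 0% = ACh EC80 plus DMSO and 100% = DMSO alone without agonist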
Target sequence (P11229 whole entry, looked up): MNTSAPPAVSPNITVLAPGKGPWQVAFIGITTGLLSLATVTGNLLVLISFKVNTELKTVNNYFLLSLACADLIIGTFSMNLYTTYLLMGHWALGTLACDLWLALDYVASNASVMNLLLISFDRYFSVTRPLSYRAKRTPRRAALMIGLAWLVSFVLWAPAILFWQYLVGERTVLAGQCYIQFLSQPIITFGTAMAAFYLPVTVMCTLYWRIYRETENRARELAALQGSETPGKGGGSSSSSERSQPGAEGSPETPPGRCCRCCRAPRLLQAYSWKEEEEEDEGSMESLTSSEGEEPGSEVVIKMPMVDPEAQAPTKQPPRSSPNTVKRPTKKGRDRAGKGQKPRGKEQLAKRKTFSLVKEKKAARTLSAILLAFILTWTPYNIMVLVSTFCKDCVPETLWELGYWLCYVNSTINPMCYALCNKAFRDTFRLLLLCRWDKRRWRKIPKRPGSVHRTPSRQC
OXTR potentiator: potentiators of human oxytocin receptor; 0.061% of 320,000 active; CHO-OTR cells, Fluo-8 calcium fluorescence, potentiator mode; 0% = oxytocin EC15, 100% = EC100; P30559; activation, % at 3 µM;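 active means activation above that plate's cutoff, the mean activation of tested compounds plus 3 SD, cut at about 6.6% in these data, passing the limit was not always enough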;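 further: 100% uses oxytocin at 75 nM as the full agonist control; some results filed as inactive read as strong as hits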
Target sequence (P30559 whole entry, looked up): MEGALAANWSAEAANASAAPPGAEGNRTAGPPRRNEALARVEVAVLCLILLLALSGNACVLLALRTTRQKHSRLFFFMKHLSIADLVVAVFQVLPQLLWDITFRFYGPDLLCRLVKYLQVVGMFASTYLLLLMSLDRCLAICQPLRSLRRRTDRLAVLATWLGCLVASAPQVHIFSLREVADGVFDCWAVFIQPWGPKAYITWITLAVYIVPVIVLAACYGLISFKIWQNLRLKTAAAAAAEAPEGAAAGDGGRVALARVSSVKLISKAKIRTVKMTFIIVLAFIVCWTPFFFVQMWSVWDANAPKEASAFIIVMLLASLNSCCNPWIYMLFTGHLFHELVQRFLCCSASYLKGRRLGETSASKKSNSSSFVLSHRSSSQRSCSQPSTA
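Material: CHO-OTR cells, human receptor; compound dosing: single dose, 3.0 µM nominal final compound concentration; schedule: 6 min compound pre-incubation at room temperature, 100 s kinetic read; measured by: kinetic Fluo-8 calcium fluorescence; read-out basis: % activation vs EC15 and EC100 oxytocin; controls: EC15 oxytocin alone as 0%, 75 nM oxytocin as 100%; replicates: singlicate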
CHRM1 agonist: activates human CHRM1 receptor | 0.33% of 360,000 active | P11229 | AID 588814 | CHO-K1 hM1, Fluo-8 calcium fluorescence, agonist mode; 0% DMSO, 100% acetylcholine EC100 | activation, % at 3 µM;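 active means activation above the run's mean compound activation plus 3 SD, cut at about 16% in these data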;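 further: peak over basal fluorescence ratio within a 140 s kinetic read after compound addition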
CHO-K1 Ca antag: nonselective inhibitor or artifact in parental CHO-K1 cells | ATP-induced calcium, Fluo-8 fluorescence | inhibition, % at 3 µM | 0.6% of 360,000 active | AID 602250;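 active means inhibition above a per-plate cutoff, the plate's mean sample inhibition plus 3 SD, cut at about 24% in these data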;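 further: 0% = DMSO plus EC80 ATP and 100% = DMSO alone without ATP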
TAAR1 antagonist: human TAAR1 antagonism; Q96RJ0; CHO RD-HGA16 TAAR1, Fluo-8 calcium fluorescence, antagonist; 1.5% of 360,000 active; inhibition, % at 3 µM;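 active means inhibition above a per-plate cutoff, the mean inhibition of test compounds on that plate plus 3 SD, cut at about 49% in these data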;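 further: 0% = DMSO plus EC80 beta-PEA response and 100% = DMSO alone without agonist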
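test system = CHO RD-HGA16 cells bearing hTAAR1 | replication = singlicate | controls = DMSO-only wells and EC80 β-PEA-stimulated wells | reagent = EC80 β-phenethylamine stimulus | read-out basis = percent inhibition of PEA-evoked calcium signal, max/basal emission ratio | schedule = seeding 17-24 h prior, 75-min 37 °C, 30-min RT dye loading | signal = kinetic Fluo-8 calcium fluorescence measurement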
M1 ag parental: nonselective activator or artifact in parental CHO-K1 cells; Fluo-8 calcium fluorescence; scaled to maximal ATP response, vehicle zero; activation, % at 3 µM; 0.48% of 360,000 active; AID 602248; in the data active means activation above about 15%;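 further: untransfected CHO-K1 host cells lacking M1 receptor as counterscreen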
TAAR1 agonist: human TAAR1 agonism; Q96RJ0; CHO RD-HGA16 TAAR1, Fluo-8 calcium fluorescence; vehicle wells 0%, saturating PEA agonist 100%; activation, % at 3 µM; 0.99% of 360,000 active; AID 624467;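 active means activation above the mean activation of all test compounds in the run plus 3 SD, cut at about 38% in these data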
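System: CHO RD-HGA16 cells carrying human TAAR1 plus Gα16; Incubation: 17-24 h seeding, 75 min 37 °C dye, 30 min RT; Measured by: Fluo-8 fluorescence, 5 s baseline then 140 s kinetic read; Control set: DMSO and PEA EC100; Replication: single well for each compound.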
CHO-K1 Ca PAM: nonselective activator or artifact in parental CHO-K1 calcium assay. ATP EC20, Fluo-8 calcium fluorescence; 0% at ATP EC20, 100% at ATP max. activation, % at 3 µM. 0.02% of 360,000 active. AID 602247;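 active means activation above the run cutoff, the mean activation of all test compounds plus 3 SD, cut at about 40% in these data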;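 further: peak over basal fluorescence ratio in a 140 s read after ATP addition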
Numbers without * were called inactive; nt = no result given.

Each structure is followed by: M1 ag parental, CHO parental Ca, CHO-K1 Ca antag, TAAR1 antagonist, TAAR1 agonist, CHRM1 agonist, OXTR potentiator, CHO-K1 Ca PAM, CHRM1 antagonist
CCOC(=O)C(NC(C)=O)C(=O)Nc1c(C)cccc1C (stereo not given)
 : 0.6, -5.2, -5.8, -4.9, 3.8, -3.8, -4.6, 9.9, -8.1
CCCCN(C)CCCNC(=O)c1cccc(N2CCCC2=O)c1
 : 0.1, -0.6, 12.2, 5.5, 3.6, -5.8, -0.4, 0.2, 5.7
CCC(C)NC(=O)CN(C1CCCCC1)S(=O)(=O)c1ccc(F)cc1 (stereo not given)
 : -0.4, -10.4, 13.4, -6.6, 2.7, -4.2, -6.4, -18.4, -8.6
Cn1c(CSCc2ccccc2Cl)n[nH]c1=S
 : 0.8, -3.5, -8.3, 1.5, 5.4, -4.2, -2.9, 14.6, -7.9
O=C(CN(CCc1ccccc1)C(=O)CNS(=O)(=O)c1ccccc1)NCC1CCCO1 (stereo not given)
 : -0.1, -26.1, -7.8, 6.7, 0.1, -1.8, -10.7, 15.6, -41.4
CC(=O)Nc1ccc(N2C(=O)CC(c3ccccc3)CC2=O)cc1
 : 0.1, -10.8, -0.1, 14.4, -0.8, -2.9, -11.3, 6.3, -5.1
COc1cccc(/C=C2\SC(=O)N(CCC(=O)NNC(=O)c3ccccc3Cl)C2=O)c1
 : 6.0, -16.4, -5.3, 13.7, 6.5, -2.4, -9.6, 21.7, 2.1
C[C@@H]1CN([C@H](C)CO)C(=O)c2cc(-c3ccc(C(=O)N(C)C)cc3)cnc2O[C@@H]1CN(C)C(=O)c1cccnc1
 : 0.1, nt, -4.8, -0.7, 0.5, -4.8, nt, -2.5, -1.0
O=C(c1cnn(C(=O)c2ccccc2)c1)c1ccccc1O
 : -0.1, 0.6, 1.0, -18.4, 3.5, -4.4, -6.9, 0.6, -3.0
C/C=C/c1ccc(OCC(=O)N(CCOC)c2c(N)n(CCCC)c(=O)[nH]c2=O)c(OC)c1
 : 1.1, -18.0, 3.6, -22.8, 1.1, -1.2, -16.5, -15.9, 21.7
CCc1nnc(NC(=O)C(CC)c2ccccc2)s1 (stereo not given)
 : 2.9, -11.6, -11.3, -2.8, 12.3, -6.8, -7.8, 26.1, -8.2
Cc1ccc(C(=O)CC2SC(N)=NC2=O)cc1 (stereo not given)
 : -0.4, -3.2, 2.8, 4.7, 0.5, -3.4, -0.4, -2.0, -5.1
O=C(NCc1ccccc1F)C(=O)NCC1CCCN1S(=O)(=O)c1cccs1 (stereo not given)
 : 1.1, -16.6, -2.1, -15.8, 3.5, -4.4, -8.1, 14.8, -4.3
CCCCN(C(=O)c1c(CC)noc1C)c1c(N)n(CCC)c(=O)[nH]c1=O
 : 2.6, -4.2, 3.9, -10.7, 2.2, -2.9, 4.9, 12.7, -5.4
CC(=O)C1=C(O)C(=O)N(CC#N)C1c1cccs1 (stereo not given)
 : 0.2, -0.7, -5.9, 6.6, 12.1, -0.1, -9.6, 11.8, 1.6
CCCn1cc(S(=O)(=O)CC(=O)N2CCc3ccccc32)c2ccccc21
 : 1.3, -29.4, 11.9, 4.0, 17.7, 0.3, -16.4, -6.4, 13.6
CC(C)(C)C1CCc2c(sc3c2C(=O)NC(c2ccco2)N3)C1 (stereo not given)
 : 1.1, -24.8, -7.4, -27.5, 5.0, -1.0, -6.2, 9.6, -3.5
O=C(NCCC(=O)N(CCc1ccccc1)Cc1ccccc1)c1ccc(Br)cc1
 : 0.9, -23.4, 4.8, 33.8, 3.6, -6.8, 3.4, -13.9, 2.3
Cn1nc(C(=O)NC2=NCCS2)ccc1=O
 : 0.3, -13.4, -12.0, 7.1, -0.8, -3.9, -8.0, 11.3, -8.2
Cc1nc2nc(SCC(=O)O)nn2c(C)c1Cc1c(F)cccc1Cl
 : 1.3, -8.5, -20.6, -20.0, 2.4, -1.8, -1.2, 15.7, 1.9

A section from further up, as a working copy:
Each structure is followed by: M1 ag parental, CHO parental Ca, CHO-K1 Ca antag, TAAR1 antagonist, TAAR1 agonist, CHRM1 agonist, OXTR potentiator, CHO-K1 Ca PAM, CHRM1 antagonist
CC(=O)C1=C(O)C(=O)N(CC#N)C1c1cccs1 (stereo not given)
 : 0.2, -0.7, -5.9, 6.6, 12.1, -0.1, -9.6, 11.8, 1.6
CCCn1cc(S(=O)(=O)CC(=O)N2CCc3ccccc32)c2ccccc21
 : 1.3, -29.4, 11.9, 4.0, 17.7, 0.3, -16.4, -6.4, 13.6
CC(C)(C)C1CCc2c(sc3c2C(=O)NC(c2ccco2)N3)C1 (stereo not given)
 : 1.1, -24.8, -7.4, -27.5, 5.0, -1.0, -6.2, 9.6, -3.5
O=C(NCCC(=O)N(CCc1ccccc1)Cc1ccccc1)c1ccc(Br)cc1
 : 0.9, -23.4, 4.8, 33.8, 3.6, -6.8, 3.4, -13.9, 2.3
Cn1nc(C(=O)NC2=NCCS2)ccc1=O
 : 0.3, -13.4, -12.0, 7.1, -0.8, -3.9, -8.0, 11.3, -8.2
Cc1nc2nc(SCC(=O)O)nn2c(C)c1Cc1c(F)cccc1Cl
 : 1.3, -8.5, -20.6, -20.0, 2.4, -1.8, -1.2, 15.7, 1.9

The list continues:
Each structure is followed by: M1 ag parental, CHO parental Ca, CHO-K1 Ca antag, TAAR1 antagonist, TAAR1 agonist, CHRM1 agonist, OXTR potentiator, CHO-K1 Ca PAM, CHRM1 antagonist
COC(=O)/C=c1/sc2nc3ccccc3n2c1=O
 : 4.8, -1.1, -19.1, -16.0, 6.6, 2.2, -6.7, 15.5, -33.1
C=CCn1c(Oc2cc(C)ccc2C)nc2c1c(=O)n(C)c(=O)n2C
 : -0.3, -7.5, -10.3, -25.4, 9.4, -1.9, -3.1, 16.3, -19.0
COc1ccc(Cn2c(-c3ccccc3)nc3c(c(=O)c4ccccc4n3C)c2=O)cc1
 : 0.1, -16.2, 13.5, 3.0, 2.2, -2.0, -4.1, -10.2, -6.1
Cc1ccc(CNC(=O)CCS(=O)(=O)c2ccc3c(c2)CC(C)N3C(=O)C2CC2)cc1 (stereo not given)
 : 4.3, -26.5, 1.2, -7.3, -1.7, -1.2, -12.0, 9.5, 1.4
COc1cccc(C(=O)Nc2cccc(C(=O)N3CCOCC3)c2)c1
 : 0.4, -8.9, 9.2, -7.8, 5.9, -1.5, -7.9, -6.3, -0.6
O=S(=O)(Cc1ccccc1)N1CCN(Cc2ccc(F)cc2Cl)CC1
 : 0.4, -9.1, -11.5, -3.0, 1.2, 2.1, -15.9, 10.1, -12.9
CCc1nn(C(C)C(=O)N2CCc3ccccc3C2)c(=O)c2cc3occc3n12 (stereo not given)
 : 0.2, -20.9, -6.0, 14.7, 14.5, -4.0, -14.8, 9.8, 10.5
O=C(O)c1ccc(/C=N\Nc2ccccn2)cc1
 : 0.1, -7.3, 2.0, -4.3, 0.7, -0.3, 2.6, -3.8, -13.2
O=C(O)COc1ccccc1/C=C1\SC(=S)N(c2cccnc2)C1=O
 : nt, -13.7, nt, -20.6, 3.1, nt, -1.6, nt, nt
COc1cccc(C(=O)Nc2nnc(C(C)C)s2)c1
 : 0.4, -8.5, -2.4, 0.4, 11.9, 2.6, -13.4, 15.5, -8.9
O=C(CSc1nnc(-c2ccncc2)n1-c1ccc(Cl)cc1)Nc1ccc(C(=O)O)cc1
 : 0.5, -18.0, -7.3, 8.3, 1.7, -5.4, -6.4, 15.9, -2.8
Cc1ccc(NC(=O)C2CCCN(S(=O)(=O)c3ccc(-n4cnnn4)cc3)C2)cc1 (stereo not given)
 : 0.7, -15.5, -5.5, 4.9, 1.1, -2.1, -7.3, 6.4, -21.7
O=C(COC(=O)CNC(=O)c1cccc(Br)c1)Nc1nnc(-c2ccccc2)o1
 : 0.2, -10.8, -10.5, 0.5, 5.5, -1.1, -1.1, 13.2, -13.1
Cn1c(C(=O)OC(C(=O)NC2CCCCC2)c2cccnc2)cc2sccc21 (stereo not given)
 : 1.9, -20.0, -2.8, 27.5, 17.6, -0.9, -10.0, 2.2, 9.8
O=C1CC(c2cccc([N+](=O)[O-])c2)c2c(ccc3ccccc23)N1 (stereo not given)
 : -0.3, -11.7, -2.4, -11.6, 7.1, -5.2, -8.5, 9.9, -0.3
COc1ccc(CC(=O)NCCc2cnc[nH]2)cc1
 : -0.3, 1.9, -7.3, 6.7, 2.0, -4.4, -12.8, 1.7, -8.4
C=CCn1c(CSc2nc3ccccc3s2)nnc1SCC(=O)NCc1ccco1
 : 1.1, -24.9, -14.1, 5.9, 0.0, -3.2, -18.6, 0.2, -1.6
CSc1ncc(CN2CCCC(C(=O)c3ccc(C(C)(C)C)cc3)C2)cn1 (stereo not given)
 : -0.1, -22.2, 0.4, -4.2, -1.2, -3.4, -7.2, -1.0, 10.0
Cc1cccn2c(=O)c(/C=C(\C#N)S(=O)(=O)c3ccccc3)c(N3CCN(c4ccccc4)CC3)nc12
 : 1.3, -12.6, -9.3, -17.2, 3.3, -0.7, -15.0, 18.6, -15.2
CCCC(=O)Nc1ccc(S(=O)(=O)N2CCOCC2)cc1
 : 0.0, 2.0, 6.4, 7.1, 11.5, -3.4, 1.4, -3.0, -7.2
O=[N+]([O-])c1nn(-c2ccc3c(c2)OCCO3)n(O)c1=NCc1ccc(F)cc1
 : 1.1, -9.7, -11.5, -0.1, -0.8, -6.7, 2.1, 15.1, 3.2
COC(=O)[C@@]12CCCCN1[C@H](c1ccc(-c3ccc(OC)cc3)c(OC)c1)[C@@H]1C(=O)N(C)C(=O)[C@@H]12
 : 0.1, -22.1, -1.9, 6.7, 10.0, -2.1, -6.9, 0.1, -0.4
Cc1c2c(nc3ccccc13)CCC(C(C)(C)C)C2 (stereo not given)
 : 6.8, -12.9, 3.8, -11.1, 14.8, -13.9, -21.4, 12.3, -1.9
COc1ccc(N2CCN(C(=O)Cc3csc(NC(=O)Nc4ccccc4OC)n3)CC2)cc1
 : 12.4, -17.0, -2.6, 49.5*, 12.1, -1.0, -13.3, 0.9, 14.1
Cc1ccccc1OCCOc1ccc([N+](=O)[O-])cc1/C=N/n1cnnc1
 : 7.2, -2.4, 0.2, 1.6, 4.5, -8.3, -0.7, 28.0, 3.8
O=C(Nc1cccc(Cl)c1)Nc1nnc([C@@H]2C[C@H](O)[C@@H](CO)O2)s1
 : -0.3, nt, 6.7, -12.5, 20.5, -3.0, nt, -12.2, 13.9
CCOc1ncnc2c1sc1nc(C)cc(C)c12
 : 0.0, -17.0, 0.4, -7.5, 6.0, -1.3, -0.9, -9.1, 1.5

Not a hit list. About 4.2% of those tested had a hit in this group.
